HCV core dimer: inhibitors of HCV core protein dimerization, primary screen, biochemical, TR-FRET, high-throughput; TR-FRET GST/Flag-core106 dimerization, 1536-well; hit rate 0.33% among 300,000; inhibition, % at 5 µM;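 active = inhibition above the mean of all tested compounds plus 3 SD, set per screening campaign, cut at about 45% in these data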
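test system = GST/Flag-tagged HCV core106 proteins | probe or stimulus = Eu donor and XL665 acceptor anti-tag antibodies | times = compound-protein-antibody incubation 4 h at 22.5 °C | signal = TR-FRET, excitation 340 nm, emission 617 and 671 nm | measure = percent inhibition of core106 dimerization signal | controls = wells lacking GST-core106 and wells with excess unlabelled core106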
LYPLA2 inh: LYPLA2 inhibitors, primary screen, counter-screen for PME1 inhibitor project, biochemical, fluorescence polarization, FP-Rh probe ABPP; inhibition, % at 5.9 µM; hit rate 0.38% among 320,000; AID 2177, 2009; recombinant LYPLA2;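 active = inhibition above the screen-wide mean plus 3 SD, limit set per campaign, cut at about 26% in these data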;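 note: 0% = LYPLA2 with DMSO and 100% = wells lacking LYPLA2 enzyme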
Target sequence (O95372 whole entry, looked up): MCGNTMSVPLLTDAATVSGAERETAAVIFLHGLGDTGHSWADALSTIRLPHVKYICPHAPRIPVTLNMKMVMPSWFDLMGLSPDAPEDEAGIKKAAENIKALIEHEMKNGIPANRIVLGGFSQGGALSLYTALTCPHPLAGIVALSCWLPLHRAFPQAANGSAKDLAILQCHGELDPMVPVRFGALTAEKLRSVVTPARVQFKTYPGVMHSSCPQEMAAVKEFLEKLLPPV
GASC-1 inh: inhibitors of GASC-1 histone demethylase, primary screen, biochemical, fluorescence, DELFIA europium; Lysine-specific demethylase 4C (Homo sapiens), Q9H3R0; GST-JMJD2C(1-420) H3K9me3 demethylation; inhibition, % at 2.35 µM; hit rate 0.069% among 330,000; AID 2099, 2009;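 active = more than half of a compound's replicate wells show inhibition beyond 50%, single wells judged on their own value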;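 note: signal counts dimethyl H3K9 product captured on neutravidin plate; 0% = median of DMSO wells and 100% = 0.3 times that DMSO median; strong numbers were not always called active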
Target sequence (Q9H3R0 1-420 limits assumed): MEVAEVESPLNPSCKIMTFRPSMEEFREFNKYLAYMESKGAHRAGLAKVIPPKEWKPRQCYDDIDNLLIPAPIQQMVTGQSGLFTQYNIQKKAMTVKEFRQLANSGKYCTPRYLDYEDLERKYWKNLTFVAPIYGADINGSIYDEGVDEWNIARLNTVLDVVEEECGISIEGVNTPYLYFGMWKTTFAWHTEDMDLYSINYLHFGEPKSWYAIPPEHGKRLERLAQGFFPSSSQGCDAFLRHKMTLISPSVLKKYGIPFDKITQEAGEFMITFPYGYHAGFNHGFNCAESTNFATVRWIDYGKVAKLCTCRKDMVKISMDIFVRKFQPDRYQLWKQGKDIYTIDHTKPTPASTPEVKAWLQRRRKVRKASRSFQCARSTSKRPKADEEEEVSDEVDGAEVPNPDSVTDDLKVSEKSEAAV
Efflux pump mplx: inhibitors of Candida efflux pumps in yeast, primary screen, S. cerevisiae, Nile Red, multiplex; S. cerevisiae Candida pump triplex; inhibition, % at 10 µM; hit rate 0.44% among 330,000; AID 485275, 2010;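 active = plate passing quality check with inhibition over a set limit, or well fluorescence over plate mean plus 4 SD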;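 note: Nile Red retained in pooled yeast measured as flow cytometry median fluorescence; 0% = buffer negative control and 100% = Enniatin B positive control; higher means more Nile Red kept so more efflux inhibition; some compounds called inactive have numbers as strong as hits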
CTSL1 counter: Fasciola hepatica cathepsin L1 inhibitors, primary screen, counter-screen for PFM18AAP inhibitor project, biochemical, QFRET, fluorogenic peptide substrate | recombinant F. hepatica cathepsin L1, Z-Leu-Arg-MCA fluorescence | hit rate 0.49% among 300,000 | inhibition, % at 5.96 µM;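 active = inhibition above the mean of all tested compounds plus 3 SD, set per screening campaign, cut at about 17% in these data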;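 note: 0% = plate median of test compound wells and 100% = 1 µM Z-Phe-Ala-diazomethylketone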
TPT1 inhibitor: Candida albicans TPT1 enzyme inhibitors, primary screen, biochemical, fluorescence polarization; tRNA 2'-phosphotransferase TPT1 (Candida albicans SC5314); recombinant caTPT1, FP RNA substrate dephosphorylation; inhibition, % at 5 µM; hit rate 0.81% among 300,000; AID 1962, 2009;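 active = inhibition above the mean of all tested compounds plus 3 SD, set per screening campaign, cut at about 24% in these data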;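 note: plate controls were DMSO alone for no effect and ferristatin control at 100 nM for full effect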
PP1 counter: PP1-alpha phosphatase inhibitors, primary screen, counter-screen for PP5 inhibitor project, biochemical, fluorescence, OMFP substrate, single point. Serine/threonine-protein phosphatase PP1-alpha catalytic subunit (Homo sapiens), P62136. purified PP1alpha. inhibition, % at 6.7 µM. hit rate 0.9% among 320,000. AID 2235, 2010;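 active = inhibition above the mean inhibition of all tested compounds plus 3 SD, computed separately for each screening campaign, cut at about 15% in these data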
Target sequence (P62136 whole entry, looked up): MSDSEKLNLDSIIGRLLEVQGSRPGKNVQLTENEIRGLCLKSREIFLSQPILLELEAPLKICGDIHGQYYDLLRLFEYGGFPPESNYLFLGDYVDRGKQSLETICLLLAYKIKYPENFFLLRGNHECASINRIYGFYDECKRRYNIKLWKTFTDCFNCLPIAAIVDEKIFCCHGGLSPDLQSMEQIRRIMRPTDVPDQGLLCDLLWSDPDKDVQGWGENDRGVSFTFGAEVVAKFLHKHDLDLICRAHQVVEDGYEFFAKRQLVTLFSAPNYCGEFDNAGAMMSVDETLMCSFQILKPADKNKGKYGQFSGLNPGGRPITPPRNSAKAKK
PP5 inh: PP5 phosphatase inhibitors, primary screen, biochemical, fluorescence. purified PP5c, OMFP substrate fluorescence. inhibition, % at 6.7 µM. AID 1987, 2009. hit rate 0.18% among 320,000. Serine/threonine-protein phosphatase 5 (Homo sapiens), P53041;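 active = inhibition above the campaign's mean inhibition across all tested compounds plus 3 SD, cut at about 9.5% in these data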;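 note: 0% = DMSO only and 100% = 100 µM cantharidin control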
PREPL inh: PREPL enzyme inhibitors, primary screen, biochemical, fluorescence polarization; AID 2751, 2010; hit rate 0.68% among 320,000; Prolyl endopeptidase-like (Homo sapiens), Q4J6C6; inhibition, % at 5.96 µM; recombinant PREPL, fluorescence polarization activity-based probe; in the data active = inhibition above about 43%;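 note: 0% = enzyme with DMSO and 100% = wells lacking enzyme; many of its hits are not listed in these tables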
The depositor's hits bear a star; · = not tested or not shown; & = joins results of further samples. This is a subset. The share of hits here may be higher or lower than overall.

SMILES	HCV core dimer	LYPLA2 inh	GASC-1 inh	Efflux pump mplx	CTSL1 counter	TPT1 inhibitor	PP1 counter	PP5 inh	PREPL inh
CCOC(=O)C(NC(=O)c1ccc(OC)cc1)(OCC1(CC)COC1)C(F)(F)F (stereo not given)	1.2	13.1	12.9	0.1	0.5	-3.0	-2.1	1.6	-0.6
Cn1c(C(=O)N[C@@H](Cc2ccccc2)C(=O)O)cc2cc(Cl)ccc21	5.8	-2.8	-3.7	0.3	-4.0	14.9	-2.0	0.8	7.1
CCOc1ccc(S(=O)(=O)Nc2ccc(O)c(Sc3ncn[nH]3)c2)cc1	2.2	0.0	6.0	-0.1	-2.5	-6.9	-0.3	-1.0	3.6
CCCCOc1ccc(-c2nnn(CC(=O)NCc3ccco3)n2)cc1	23.4	1.6	-4.3	0.1	6.1	0.1	4.2	3.2	15.8
Cc1ccc(CN2C(=O)C3CCCN3c3ccc(C#N)cc32)cc1 (stereo not given)	35.0	-15.0	3.8	0.0	-0.7	1.0	18.3*	3.9	-7.9
Cc1[nH]c(C)c(S(=O)(=O)N(C)Cc2ccccc2)c1C(=O)N1CCCCC1	4.5	-2.4	-5.7	-0.5	4.0	-1.5	-2.8	-3.1	13.6
COc1ccc(NC2=C(C(C)=O)C(c3ccc(OC)c(OC)c3)C(C(C)=O)C(C)(O)C2)cc1 (stereo not given)	-6.5	2.8	-3.3	-0.1	1.5	-1.8	-1.6	2.7	10.6
CCc1nnc(NS(=O)(=O)c2ccc(NC(=S)NC(=O)c3ccc(Br)cc3)cc2)s1	17.4	8.7	9.9	5.0	1.7	-1.3	3.3	1.9	-33.8
CCNC(=S)N(Cc1cc2cc(C)cc(C)c2[nH]c1=O)C1CCCC1	-1.2	6.3	1.5	0.3	-20.7	-2.2	0.9	3.2	-1.1
Cc1ccc(C)c(NC(=O)c2ccc(S(=O)(=O)N(C)CC3CCCO3)cc2)c1 (stereo not given)	-4.2	12.0	-13.3	-0.1	-3.0	0.1	-0.8	3.7	-4.0
Cc1nc2ccccc2n1CC(O)COC1CCCCC1 (stereo not given)	-0.7	1.9	5.9	0.1	0.3	0.5	-4.0	1.2	11.3
Cc1noc(NS(=O)(=O)c2ccc(NC(=O)CSc3nc4ccccc4s3)cc2)c1C	-0.8	1.9	9.2&7.7	-0.1	6.6	-3.3	-0.2	-1.4	7.9
O=C(O)c1cc(-c2ccc(Cl)cc2)n(-c2ccc(Cl)cc2)n1	8.9	-0.6	2.5	0.0	3.8	-0.9	43.2*	-1.1	12.3
Cc1c(C(=O)N2CCN(c3ccccc3)CC2)oc2c(F)cccc12	8.9	-1.3	50.4	0.2	2.2	1.5	4.5	-0.2	3.6
Cc1cc(NCc2ccccn2)n2ncc(-c3ccc(Cl)cc3)c2n1	-1.4	-0.6	2.3	0.0	0.4	0.1	3.8	5.4	48.5*
COc1ccc(N2CCN(C(=O)c3cc(=O)c4cc(C)ccc4o3)CC2)cc1	7.3	4.6	-2.9	-0.1	1.1	3.4	-4.2	-2.3	2.5
Cc1c(OC(=O)c2ccc([N+](=O)[O-])cc2)c2c(c[n+]1C)COC(C)(C)OC2	-2.8	-2.2	0.4	-0.3	3.1	-18.0	-2.2	-0.6	6.2
COc1cc(CC(=O)OCC(=O)Nc2cc(S(=O)(=O)N3CCCC3)ccc2Cl)cc(OC)c1OC	4.6	-5.6	-1.6	0.0	1.1	-2.0	-4.8	0.5	26.4
Cc1cccc(C)c1NC(=O)COC(=O)c1cccc2c1C(=O)c1ccccc1C2=O	9.8	-6.6	9.0	2.1	2.4	-1.6	0.1	4.4	1.0
Cc1noc(C)c1COc1cccc(C(=O)OCCOc2ccc(F)cc2)c1	9.1	1.2	-6.0	0.0	5.7	-0.4	-1.5	1.0	-18.6
Cc1ccc(NC(=O)c2ccc(OC(=O)COc3ccc(Cl)c(C)c3)cc2)cc1	-4.1	-3.3	6.3	0.2	-6.9	3.6	-2.0	2.7	-0.3
O=C(CCCCCN1C(=O)[C@@H]2Cc3ccccc3CN2C1=O)Nc1ccccc1Cl	-13.7	0.9	5.7	0.2	5.7	-3.5	-2.1	-0.8	-18.9
C=CCOc1c(Br)cc(/C=C2/C(=O)ON=C2C)cc1OC	5.9	-2.1	-7.1	0.0	-3.0	-0.7	-2.3	0.5	-4.7
O=C(N[C@@H](Cc1ccccc1)C(=O)OCc1ccccc1)c1nc[nH]c1C(=O)NC(c1ccccc1)c1ccccc1	2.4	-32.4	0.3	·	1.0	-1.6	17.1*	5.2	-0.8
CCOc1ccc(NC(=O)CCNC(=O)c2ccc(Br)cc2)cc1	13.7	-3.1	0.1	0.0	-1.3	-0.1	1.2	3.3	-6.0
(list continues)
SMILES	HCV core dimer	LYPLA2 inh	GASC-1 inh	Efflux pump mplx	CTSL1 counter	TPT1 inhibitor	PP1 counter	PP5 inh	PREPL inh
O=C(COc1ccc(Cl)cc1Cl)NC(=O)N1CCCCC1	0.9	-1.9	9.7	0.0	-3.1	0.2	-5.3	1.4	-3.0
CCOc1cc(NC(=S)NCC(C)C)c(OCC)cc1NC(=O)c1cccs1	-5.8	1.3	3.0	0.0	-0.9	-0.8	-0.3	0.1	11.3
COCCn1c(SCC(=O)c2cc(C)n(C)c2C)nc2ccccc2c1=O	0.1	4.1	-11.7	-0.1	1.5	-1.9	3.4	2.1	16.0
O=C(Nc1ccccc1N1CCOCC1)c1cc(-c2ccncc2)nc2ccccc12	10.4	2.8	3.6	-0.1	3.9	1.7	6.8	0.5	6.0
Cc1onc(-c2ccccc2)c1C(=O)N1CC(C)OC(C)C1 (stereo not given)	-2.7	-5.3	-3.9	0.0	5.9	-3.0	-1.2	-0.6	8.3
CCOC(=O)c1c(C)[nH]c(C(=O)COC(=O)C2CC2C)c1C (stereo not given)	8.5	-1.8	-10.1	-0.1	-0.2	-3.0	-1.1	2.8	-2.5
CCCCCCNC(=O)CC(c1ccccc1)c1cc(Br)ccc1O (stereo not given)	9.0	-27.3	0.5	0.4	-4.8	-2.5	8.7	8.8	1.2
Cc1cc(Cl)ccc1OCC(=O)OCC(=O)c1c(N)n(C)c(=O)n(C)c1=O	·	-5.0	·	-0.1	·	·	-2.8	1.9	20.9
Cc1cc(NC(=O)CSc2ccccn2)cc(NC(=O)CSc2ccccn2)c1	-4.5	-1.9	2.9	0.0	0.2	0.3	0.8	0.2	6.8
C=CCNc1sc(C(=O)C(C)(C)C)c(N)c1C#N	-4.8	-3.7	5.4	0.1	-1.0	3.7	0.0	4.1	20.1
CSc1ccc(Cl)c(C(=O)OCC(=O)N2CCN(C(=O)c3ccco3)CC2)c1	·	-1.6	5.3	0.1	·	·	2.2	4.0	11.9
CCC1COCCS(=O)(=O)N1Cc1ccc(F)cc1 (stereo not given)	-10.3	2.6	-3.7	-0.1	-0.1	-5.5	-0.4	2.1	15.8
CCc1ccc(CNC(=O)CCn2ccc3cc(S(=O)(=O)N4CCCC4)ccc32)cc1	4.3	-2.3	-25.0	0.1	-5.0	-1.6	-1.3	2.6	13.1
CC(C)NC(=O)CC(c1ccccc1)c1cc(Br)ccc1O (stereo not given)	-1.0	-1.9	-46.2	-0.1	-2.8	-5.5	-0.1	-0.7	-0.6
CC(C)Nc1nnc(SCc2cc(=O)n3ccsc3n2)s1	22.6	-2.5	-4.1	0.0	-5.1	2.0	-1.2	3.8	11.8
CC1=NN(C(N)=S)C(=O)C1N=Nc1ccc(C)c(Br)c1 (stereo not given)	-15.2	-4.5	-6.5	-0.1	6.4	-2.3	3.2	1.1	7.6
CCCS(=O)(=O)N1CCCC(C(=O)Oc2ccc(OC)cc2)C1 (stereo not given)	-5.2	2.7	9.5	-0.3	-23.6	-3.5	-0.4	-1.1	42.2
O=C1CCCC(=O)N1c1ccc(F)cc1	-0.4	4.6	-31.5	0.0	0.3	-1.5	1.7	-0.1	12.2
O=C1N=C(c2ccccc2)S/C1=C\c1cccs1	1.3	-0.7	0.5	0.0	1.8	15.8	-1.2	2.6	10.8
COc1ccc(-c2cc3c(=O)n(CC(=O)NCc4cccnc4)ncn3n2)cc1	1.5	5.2	-13.1	0.0	-2.1	-0.1	-3.9	-0.5	-32.9
Cc1cccc(C)c1NC(=O)CSCc1cccc(CSCC(=O)Nc2c(C)cccc2C)n1	0.1	-0.5	0.3	0.1	-1.4	2.3	-3.7	0.8	-10.4
CC1CCc2[nH]c3ccc(C(=O)N4CCCC(C(F)(F)F)C4)cc3c2C1 (stereo not given)	9.1	5.5	5.8	-0.1	7.0	0.5	1.6	1.6	5.2
COc1ccc(NC(=O)c2ccc(Cl)c(NC(=O)c3ccncc3)c2)cc1	-0.9	-3.1	2.3	0.4	-4.5	-3.9	-1.2	3.3	15.1
CN(C)c1ccc(/C=N/NC(=S)NCc2ccccc2)cc1	-4.6	8.5	-12.5	-0.1	-0.2	-0.8	7.9	4.5	50.9*
CCC(C)N=CC1=C(O)CC(c2ccccc2)CC1=O (stereo not given)	2.4	-4.3	13.4	0.2	0.0	7.2	-5.3	0.4	17.0
Further entries
SMILES	HCV core dimer	LYPLA2 inh	GASC-1 inh	Efflux pump mplx	CTSL1 counter	TPT1 inhibitor	PP1 counter	PP5 inh	PREPL inh
Cn1c(=O)c2c(nc(CN3CCC(C(N)=O)CC3)n2Cc2c(Cl)cccc2Cl)n(C)c1=O	-3.5	-4.1	-35.6&2.4	0.0	-0.1	3.1	-2.6	-2.9	-8.0
COc1ccc(OC)c(NC(=O)CC2SC(=NCc3ccccc3)NC2=O)c1 (stereo not given)	-0.8	-2.5	-13.3	0.1	-0.9	3.0	-3.4	-1.7	-3.4
COc1cc2c(cc1OC)C(COc1ccc3c(C)cc(=O)oc3c1)N(C(=O)c1ccco1)CC2 (stereo not given)	8.3	-5.0	-11.8	0.1	-30.0	-2.3	-3.9	0.9	-1.9
COC(=O)C1=C(C(=O)c2ccc(C)cc2)C(c2ccccc2)n2nnnc2N1 (stereo not given)	-1.3	2.9	2.8	0.0	0.4	-4.4	-0.8	-2.2	7.1
CCN(CC)C(=O)CN1C(=O)c2cccc3cccc1c23	3.0	-2.9	3.4	0.0	6.1	0.4	-2.8	0.8	-3.6
Cc1cc(Br)ccc1SCC(=O)OCC(=O)NCc1ccc2c(c1)OCO2	1.0	-3.2	3.1	0.2	-5.2	-0.2	2.1	2.5	-25.6
O=C(NCCc1c[nH]c2ccccc12)c1ccccc1	-11.6	2.7	15.1	-0.1	-7.8	-1.2	-4.0	1.5	2.2

2 compounds from above, limited to PREPL inh and GASC-1 inh:
molecule	PREPL inh	GASC-1 inh
COc1ccc(OC)c(NC(=O)CC2SC(=NCc3ccccc3)NC2=O)c1 (stereo not given)	-3.4	-13.3
COc1cc2c(cc1OC)C(COc1ccc3c(C)cc(=O)oc3c1)N(C(=O)c1ccco1)CC2 (stereo not given)	-1.9	-11.8

High-throughput results from PubChem.
